GLP-1R agonist – qHTS of GLP-1 Receptor Agonists; Glucagon-like peptide 1 receptor (Homo sapiens), P43220; HEK293 GLP-1R CRE-luciferase, luminescence, 4-6 h; cells express a hypersensitive GLP-1R form; Potency, µM (doses to about 45.6 µM), for inactives: at the top dose activation, actives largely listed as activators; hit rate 0.007% among 380,000; AID 624172, 2012; note: potency is the fitted concentration of half-maximal effect; % of control where 0% means no effect
Target sequence (P43220 whole entry, looked up): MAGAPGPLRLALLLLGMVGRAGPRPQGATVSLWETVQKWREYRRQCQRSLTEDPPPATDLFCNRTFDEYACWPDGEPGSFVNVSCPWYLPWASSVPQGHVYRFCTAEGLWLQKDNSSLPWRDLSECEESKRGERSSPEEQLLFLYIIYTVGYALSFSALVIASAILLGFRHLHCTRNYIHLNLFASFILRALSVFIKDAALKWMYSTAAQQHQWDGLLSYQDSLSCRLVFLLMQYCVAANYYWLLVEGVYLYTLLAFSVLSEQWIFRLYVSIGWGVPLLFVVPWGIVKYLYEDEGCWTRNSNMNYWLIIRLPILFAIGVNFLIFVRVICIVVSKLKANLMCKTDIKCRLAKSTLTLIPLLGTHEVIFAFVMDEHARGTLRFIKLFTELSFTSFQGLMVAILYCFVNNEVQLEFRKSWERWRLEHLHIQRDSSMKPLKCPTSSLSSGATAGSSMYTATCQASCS
HEK293 tox – qHTS of GLP-1 Receptor Inverse Agonists: Cytotox Screen; HEK293 cAMP-luciferase reporter cells, luminescence, 24 h; Potency, µM (doses to about 38.3 µM), for inactives: at the highest dose activity change, negative = inhibition, most hits filed as inhibitors; hit rate 0.13% among 410,000;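 note: loss of luciferase light is scored as toxicity; potency is the fitted concentration of half-maximal effect; % is set by controls: 0 for no effect and ±100 for the full control effect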
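To flag toxic compounds, the library was rerun on cells for 24 hr at 37 deg C and 5% CO2. Viability-linked luminescence was captured 12 min after adding luciferase detection reagent.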
DRD3 antagonist – qHTS of D3 Dopamine Receptor Antagonist: qHTS; D3R cells, DiscoveRx beta-arrestin luminescence, antagonist mode; hits give low values; max response, negative = inhibition, %; hit rate 2.5% among 360,000; in the data active = max response below about -50%; inconclusive = no clear call, values can overlap the other calls; note: % is set by controls: 0 for no effect and ±100 for the full control effect; mostly tested at two doses, the higher about 12 µM
Target sequence (P35462 whole entry, looked up): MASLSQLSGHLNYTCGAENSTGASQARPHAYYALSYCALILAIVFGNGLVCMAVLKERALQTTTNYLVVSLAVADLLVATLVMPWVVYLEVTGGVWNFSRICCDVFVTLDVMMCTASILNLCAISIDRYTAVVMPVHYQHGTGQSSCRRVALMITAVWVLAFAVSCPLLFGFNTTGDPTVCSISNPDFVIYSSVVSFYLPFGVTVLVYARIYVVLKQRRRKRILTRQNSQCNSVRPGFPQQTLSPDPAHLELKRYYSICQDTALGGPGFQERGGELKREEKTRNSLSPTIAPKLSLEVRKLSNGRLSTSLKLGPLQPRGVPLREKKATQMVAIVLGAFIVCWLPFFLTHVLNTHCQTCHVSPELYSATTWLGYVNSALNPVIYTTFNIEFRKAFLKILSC
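Cells plated overnight at 1500 cells/well, then exposed to library compounds with dopamine controls for 90 minutes at 37 degrees C. DiscoveRx reagent added for 30–60 minutes at room temperature; luminescence read, quantitative HTS format.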
GLP-1R inv ag – qHTS of GLP-1 Receptor Inverse Agonists (Inhibition Mode); HEK293 GLP-1R CRE-luciferase, luminescence, 24 h; GLP-1R form is constitutively active; Potency, µM (series often up to 38.3 µM), for the others: at the highest dose activity change, negative = inhibition, actives largely listed as inhibitors; hit rate 1.6% among 410,000; note: potency is the fitted concentration of half-maximal effect; % is set by controls: 0 for no effect and ±100 for the full control effect; nearly all actives have a fitted effect of over 55% in size
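GLP-1R inverse agonism mode: basal reporter luminescence in engineered HEK293 cells measured after one day of compound exposure at 37 deg C, with a 12 min room-temperature detection step.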
IL-2 act – qHTS of IL-2 Activators. IL-2 activation reporter assay, cell-based qHTS; stimulated with anti-CD3/CD4/CD28 beads; in transgenic mouse T cells. AID 652025, 2013. activation, % (series mostly up to about 46 µM). hit rate 0.065% among 360,000; in the data active = activation above about 50%; inconclusive = mostly about 30% to 49%; note: 0% is about no effect
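Quantitative HTS in unstimulated transgenic mouse T cells, with memory T cells as non-tolerant control and PMA/ionomycin as tolerance-bypass control. Compound pretreatment lasted 60 minutes before 18 h bead stimulation; EGFP/DsRed fluorescence read.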
D3 ag – qHTS of D3 Dopamine Receptor Agonist: qHTS; max activation, %; hit rate 0.58% among 410,000; D3R DiscoveRx beta-arrestin cells, luminescence, 90 min; D(3) dopamine receptor (Homo sapiens), P35462; in the data active = max activation above about 30%; note: 0% is about no effect; mostly tested at two doses, the higher about 12 µM
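Agonist-mode cell screen: cells plated at 1500/well and incubated overnight at 37 °C, then exposed to library compounds for 90 min at 37 °C. Detection reagent was added for 30–60 min at room temperature, and luminescence was read.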
PLK1 PBD block – qHTS for Inhibitors of PLK1-PDB (polo-like kinase 1 - polo-box domain): Primary Screen | Serine/threonine-protein kinase PLK1 (Homo sapiens), P53350 | Plk1 PBD binding of FITC phosphopeptide, fluorescence polarization | Potency, µM, for inactives: max response, negative = inhibition, usual class: inhibitors | hit rate 2.8% among 360,000 | AID 720504, 2013; note: potency is the fitted concentration of half-maximal effect; series mostly up to about 57 µM; % is set by controls: 0 for no effect and ±100 for the full control effect; nearly all actives have a fitted effect of over 65% in size
WRN inhibitor – qHTS for Inhibitors of WRN Helicase; AID 651768, 2012; Potency, µM (series often up to 114 µM), inactives show top-dose activity change, negative = inhibition, actives largely listed as inhibitors; hit rate 0.46% among 360,000; Bifunctional 3'-5' exonuclease/ATP-dependent helicase WRN (Homo sapiens), Q14191; WRN helicase unwinding, fluorescent forked duplex, kinetic; note: potency is the fitted concentration of half-maximal effect; % is set by controls: 0 for no effect and ±100 for the full control effect; nearly all actives have a fitted effect of over 55% in size
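Kinetic fluorescence helicase assay: unwinding of a quenched forked DNA duplex (100 nM final) with 2 mM ATP final raises red fluorescence (525/598 nm). Compounds sat 15 min at room temperature with 20 nM WRN beforehand.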
PI5P4K alpha inh – qHTS for Inhibitors of phosphatidylinositol 5-phosphate 4-kinase (PI5P4K). max response, %. hit rate 1.2% among 330,000. Phosphatidylinositol 5-phosphate 4-kinase type-2 alpha (Homo sapiens), P48426. AID 652105, 2013. PI5P4Kalpha enzyme, ADP-Glo luminescence, 60 min; hits give low values; active = max response of -50% or lower; inconclusive = between -30% and -50%; inactive = -30% or higher; note: value at the top dose of about 77 µM; % is set by controls: 0 for no effect and ±100 for the full control effect
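qHTS, 1536-well: enzyme/substrate mix, compound by pin tool, 5 microM ATP final; RT 60 min; ADP-Glo reagents 1 (45 min) then 2 (30 min); luminescence.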
An asterisk follows results filed as active; ? = inconclusive; nt = not tested or not shown; [ ] = another dose, or the depositor's remark. Unless noted, calls come from the whole dose curve; as a rule, active = well fitted curve in the direction sought with a large enough effect; inconclusive = small, poorly fitted or top-dose-only effect, or another doubt; inactive = no such curve, though single readings can be large; an effect the other way counts as inactive or inconclusive.

SMILES	GLP-1R agonist	HEK293 tox	DRD3 antagonist	GLP-1R inv ag	IL-2 act	D3 ag	PLK1 PBD block	WRN inhibitor	PI5P4K alpha inh
Cc1ccc(C)c(OCCC(=O)OCC(=O)Nc2cccc(S(=O)(=O)N3CCCC3)c2)c1	-2%	-6%	0	10%	-2.1	-20	-5%	1%	7
CO[C@H]1CN(C)C(=O)c2ccc(NC(=O)C3CCC3)cc2OC[C@H](C)N(Cc2ccccn2)C[C@@H]1C	nt	11%	5	2%	0.5	-3	-4%	3%	0
O=C(NNC(=O)c1ccncc1)c1ccncc1	-13%	1%	14	0%	-2.5	10	-7%	2%	nt
Cc1ccc(C(=O)NCCc2nnc3ccc(NCCCN4CCOCC4)nn23)cc1	8%	1%	-7	7%	-2.6	-7	-4%	-3%	0
CCN(CC(=O)NCc1ccc(Cl)cc1)C(=O)CN1C(=O)NC(CC)(c2ccccc2)C1=O (stereo unspecified)	-2%	20%	-25	-6%	-4.5	-2	-7%	-27%	-1
Cc1ccc2c(c1)cc(CN(Cc1ccc3c(c1)OCO3)C(=O)c1ccccc1)c1nnnn12	0%	-9%	-4	13%	-3.9	-10	-4%	3%	2
COc1ccc(C(CNC(=O)c2ccc(S(=O)(=O)N3CCCC3)cc2)N(C)C)cc1OC (stereo unspecified)	5%	-2%	7	-4%	-1.5	6	-2%	4%	-8
O=C(CN1C(=O)C2(SCC(=O)N2c2cccc(Cl)c2)c2ccccc21)NC1CCCCC1 (stereo unspecified)	-3%	2%	nt	-21%	nt	-1	nt	nt	nt
C/C(=N/NC(=O)CN1CCN(Cc2ccccc2Cl)CC1)c1ccncc1	6%	-12%	3	6%	-0.7	1	2%	4%	6
O=c1[nH][nH]c(=O)c(Cl)c1Cl	7%	-1%	-12	25%	0.1	2	1%	-5%	-17
Cc1cc(N2CCOCC2)ccc1/C=C1\NC(=O)N(Cc2ccccc2)C1=O	-4%	-10%	8	12%	8.0	2	-6%	-3%	2
Cc1ccccc1NC(=O)CSc1nc(=O)n(CCN2CCOCC2)c2c1CCCC2	-2%	-5%	5	7%	0.4	0	-2%	-13%	-6
Cc1ccc(C(=O)Nc2ccc(N3CCOCC3)cc2)cc1S(=O)(=O)N1CCCCC1	9%	0%	10	-11%	1.4	10	-6%	-5%	-6
O=C(CN(Cc1cccs1)S(=O)(=O)c1ccc(S(=O)(=O)NC2CCCCC2)cc1)Nc1ccccc1	-2%	16%[1.53 µM]	?	?	0.0	-16	1%	?	-14
NC(N)=NC(=O)c1nc(Cl)c(N2CCCCCC2)nc1N	4%	3%	-2	-3%	0.3	0	-4%	10%	-7
COc1cccc(-c2cc(=O)[nH][nH]2)c1	0%	-8%	?	9%	-3.0	-11	-9%	5%	-3
CC(C)C(NC(=O)c1ccc(F)cc1)C(=O)N1CCC1 (stereo unspecified)	-6%	10%	-8	20%	2.6	4	-2%	4%	-6
CCOC(=O)CN(c1ccccc1C)S(=O)(=O)c1ccc(Cl)cc1	6%	15%	11	?	-1.5	3	3%	-3%	10
CCCc1nc2ccccc2c(C(=O)OC(C)C(=O)NCc2ccc3c(c2)OCO3)c1CC (stereo unspecified)	13%	-23%	-3	?	-0.4	-3	4%	-17%	2
O=C(C[n+]1cc(Br)cc2ccccc21)c1ccccc1	0%	-22%	-28	?	-1.9	-4	-18%	-3%	-1
CCOc1cc(C)c(Cl)cc1S(=O)(=O)N1CCCC1	-5%	-14%	-3	?	1.0	1	2%	-17%	-4
O=c1n(-c2cccc(Cl)c2)c(=O)n2n1CCC2	-8%	-1%	-4	0%	-1.4	-1	-7%	-3%	nt
COc1ccc(NC(=O)C2CCCCN2N)cc1OC (stereo unspecified)	8%	1%	-7	38%[activator]	-0.2	-5	27µM*	-1%	-4
CC(C)CN(CCCNC(=O)CN1C(=O)COc2ccc(S(=O)(=O)N3CCCC3)cc21)CC(C)C	-5%	10%	7	-1%	3.1	-6	1%	-5%	7
Cc1nc2cc(-n3ccc(=O)cc3)ccc2n1-c1ccccc1	1%	8%	6	5%	-2.4	3	-1%	5%	nt
O=C(NCCC1=CCCCC1)c1cnccn1	-2%	25%	0	2%	0.0	-4	-12%	-13%	-4
CCCCNC(=O)c1cccc2c(=O)c(C)c(-c3ccccc3)oc12	1%	2%	2	-3%	-0.9	-4	-18%	-3%	9
COc1ccccc1N1CC(C(=O)NCC2COc3ccccc3O2)CC1=O (stereo unspecified)	1%	1%	11	8%	1.5	-7	1%	4%	1
Cc1cccc(-c2ccc([N+](=O)[O-])cc2CN2CCN(c3ncc(Cc4ccccc4)cn3)CC2)c1	nt	-13%	3	8%	-0.6	-3	-9%	-4%	-5
O=C(N/N=C/c1coc2ccccc2c1=O)c1ccccc1Br	-16%	12%	-24	-5%	0.3	-19	-9%	35%	?
Cc1cc(=O)oc2c3c(cc(OCC(=O)NC4CC4)c12)OC(C)(C)CC3	-8%	3%	0	14%	-0.5	-20	-8%	3%	-6
O=C(c1sccc1-c1ccccc1)N1CCN(S(=O)(=O)c2ccccc2F)CC1	-3%	-7%	-21	?	-5.5	-14	-7%	11%	8
Cc1ccn2c(=O)nc(SCc3cccc(C(F)(F)F)c3)nc2c1	9%	-1%	0	-18%	0.4	6	-18%	-10%	1
CC(C)c1ccc(S(=O)(=O)/N=C2/C=C(Sc3ncn[nH]3)C(=O)c3ccccc32)cc1	-10%	-11%	-75*	?	-1.6	-6	1.5µM*	32µM*	-79*
O=C(O)Cc1ccc(NC(=O)c2cccc(NC(=O)c3ccco3)c2)cc1	4%	14%	13	-2%	0.1	-4	-7%	-9%	10
CC1=C(C(=O)N(C)C)CC(CC(=O)NCCCCc2ccccc2)C(=O)N1Cc1ccc(F)cc1 (stereo unspecified)	-3%	1%	-14	-25%	-1.1	-1	3%	-3%	8
O=C(Nc1cccnc1)c1cc(-c2ccc(Br)cc2)nc2ccccc12	16%	?	72	-16%	0.3	10	-11%	-9%	0
CCC(C)NC(=O)c1ccccc1NC(=O)c1ccc(CSc2ccccc2)cc1 (stereo unspecified)	3%	-10%	6	-28%	-0.3	4	-9%	-3%	25
COc1cccc(N2CCN(C(=S)Nc3ccccc3OC)CC2)c1	1%	-4%	8	0%	-0.8	4	-2%	-5%	9
COc1ccc(CNC(=S)NC(C)CCc2ccccc2)cc1 (stereo unspecified)	-1%	?	-22	10µM*	-2.3	-10	-15%	-12%	5
CCN(CC(=O)Nc1ccccc1OC)C(=O)CC1CC2CCC1C2 (stereo unspecified)	10%	1%	9	-27%	1.5	-3	2%	-2%	4
COc1ccc(NC(=O)CSc2nnnn2C2CC2)cc1S(=O)(=O)N1CCOCC1	-8%	-2%	9	12%	-0.5	5	-10%	-8%	?
CC1(C(=O)OCC(=O)NC(=O)NCc2ccccc2)CC1(Cl)Cl (stereo unspecified)	31%	2%	18	?	-0.6	11	2%	-2%	8
CC(NC(=O)C1CC12CCC2)c1ccccc1 (stereo unspecified)	-1%	2%	-4	?	-2.3	0	-4%	2%	-12
O[C@@H]1C[C@H](c2ccccc2)N(Cc2cccs2)C[C@H]1n1cc(C2CC2)nn1	-1%	-2%	2	?	-2.1	4	0%	-1%	-5
CC(C)CC(=O)Nc1ccc(-c2nc3ccccc3c(=O)o2)cc1	-14%	-8%[1.53 µM]	-9	3%	2.8	-9	-5%	?	-8
CCOc1ccc(NC(=S)NNC(=O)c2ccc(Br)cc2)cc1	3%	15%	-22	-3%	-4.2	-1	?	0%	-6
O=C(O)c1cc(NC(=O)c2ccc(Cl)c([N+](=O)[O-])c2)cc(C(=O)O)c1	1%	1%	-25	3%	1.9	10	0%	-6%	0
O=C(NCc1cccnc1)c1ccc(COc2ccc3c(c2)CCC3)o1	15%	?	-21	-24%	-1.5	-9	-10%	-9%	nt
O=[N+]([O-])c1ccc(N2CCSCC2)cc1	12%	?	-17	-4%	-0.6	5	-2%	-2%	-1
On1onc2c3cc(-c4ccccc4)nc3ccc21	2%	-16%	8	-76%	-0.5	4	2%	-17%	-4
N#Cc1c(N)n(CCNC(=O)c2ccccc2)c2nc3ccccc3nc12	-3%	370%[activator]	22	24%	1.1	0	5%	1%	-5
c1ccc(Cc2nnc3sc(-c4ccncc4)nn23)cc1	-1%	-12%	-29	20%	-1.7	-17	?	8%	nt
O=C(Cc1ccccc1)NCc1nc2ccccc2[nH]1	-9%	1%	-14	0%	-2.4	-19	-6%	4%	nt
CCCC(=O)N(c1ccc2oc(=O)sc2c1)S(=O)(=O)c1ccccc1	-44%[inhibitor]	-5%	-1	?	-0.7	-5	-18%	-34%	0
CC(C)N(C)CCOC(=O)/C=C/c1ccccc1	6%	0%	-27	18%	-1.8	-22	-10%	5%	0

Arranged by length of the SMILES (smallest number first): part of the list above.
SMILES	GLP-1R agonist	HEK293 tox	DRD3 antagonist	GLP-1R inv ag	IL-2 act	D3 ag	PLK1 PBD block	WRN inhibitor	PI5P4K alpha inh
O=C(Cc1ccccc1)NCc1nc2ccccc2[nH]1	-9%	1%	-14	0%	-2.4	-19	-6%	4%	nt
CCOc1ccc(NC(=S)NNC(=O)c2ccc(Br)cc2)cc1	3%	15%	-22	-3%	-4.2	-1	?	0%	-6
O=C(NCc1cccnc1)c1ccc(COc2ccc3c(c2)CCC3)o1	15%	?	-21	-24%	-1.5	-9	-10%	-9%	nt

High-throughput results as filed in PubChem BioAssay.
